hgDAF12 agonist: activates the H. glycines DAF-12 receptor ligand-binding domain; HEK293 GAL4-hgDAF12 UAS-luciferase reporter, agonist luminescence; normalized to butyrate control; activation, % at 6.8 µM; 370,000 tested, 1.8% active;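 active = activation above a cutoff set at the mean of all screened compounds plus 3 SD, cut at about 10% in these data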;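 also: 0% = DMSO wells and 100% = sodium butyrate wells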
sPLA2-III inh: Blocks human group III sPLA2 activity; Q9NZ20; QFRET BODIPY PC-A2 liposome hydrolysis, fluorescence; inhibition, % at 12.2 µM; 370,000 tested, 0.56% active;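 active = inhibition above mean plus 3 SD of compounds lying within the high and low control bounds, cut at about 19% in these data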;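 also: 0% = median of test compound wells and 100% = no enzyme DMSO wells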
Target sequence (Q9NZ20 whole entry, looked up): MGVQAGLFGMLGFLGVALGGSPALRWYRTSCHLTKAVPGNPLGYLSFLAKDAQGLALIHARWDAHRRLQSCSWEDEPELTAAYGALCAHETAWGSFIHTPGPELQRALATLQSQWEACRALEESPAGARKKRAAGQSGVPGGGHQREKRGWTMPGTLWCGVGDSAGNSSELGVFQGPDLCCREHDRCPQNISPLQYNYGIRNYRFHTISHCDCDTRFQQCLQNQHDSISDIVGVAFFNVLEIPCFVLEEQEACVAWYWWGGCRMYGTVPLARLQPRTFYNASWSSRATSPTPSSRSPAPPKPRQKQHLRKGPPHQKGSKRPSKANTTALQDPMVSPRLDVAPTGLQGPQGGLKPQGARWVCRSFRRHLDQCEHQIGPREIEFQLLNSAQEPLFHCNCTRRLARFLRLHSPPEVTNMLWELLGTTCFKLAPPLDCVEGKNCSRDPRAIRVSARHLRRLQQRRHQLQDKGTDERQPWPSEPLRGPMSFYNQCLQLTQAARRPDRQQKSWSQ
GC-A act: GC-A (human) enzyme activation; P16066; HEK293 GC-A cells, cGMP TR-FRET, EC30 ANP; 0% at EC30 ANP, 100% saturating ANP; activation, % at 10 µM; 370,000 tested, 0.14% active; in the data active = activation above about 40%
GAA850 FXN act: frataxin GAA850 promoter activation. HEK293 lucGAA850 FXN promoter luciferase reporter, 24 h; percent of 10 µM SAHA response. activation, % at 6 µM. 360,000 tested, 0.56% active;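 active = activation above the average of all compounds screened plus 3 SD, cutoff fixed separately per campaign, cut at about 7.5% in these data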;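 also: 0% = DMSO wells and 100% = 10 µM SAHA wells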
GC-B act: GC-B (human) receptor activation; P20594; HEK293-GC-B cells, CNP EC30, cGMP TR-FRET; 0% at EC30 CNP, 100% saturating CNP; activation, % at 10 µM; 370,000 tested, 0.11% active; AID 1920062;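 active = activation at 10 µM reaching about 35% in either raw or pattern-adjusted values, limit read from the data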
DAX1 inh-1: NR0B1 (DAX1) inhibition; HEK293 Gal4-DAX1 luciferase reporter, luminescence; 340,000 tested, 0.99% active; AID 504766; inhibition, % at 6.75 µM;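 active = inhibition above the mean over all tested compounds plus 3 SD, cut at about 4.2% in these data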;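 also: 0% = DAX1-transfected cells with DMSO and 100% = empty-vector control cells with DMSO; inhibition shows as a rise in luminescence from relieved DAX1 repression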
Target sequence (P51843 207-470 limits assumed): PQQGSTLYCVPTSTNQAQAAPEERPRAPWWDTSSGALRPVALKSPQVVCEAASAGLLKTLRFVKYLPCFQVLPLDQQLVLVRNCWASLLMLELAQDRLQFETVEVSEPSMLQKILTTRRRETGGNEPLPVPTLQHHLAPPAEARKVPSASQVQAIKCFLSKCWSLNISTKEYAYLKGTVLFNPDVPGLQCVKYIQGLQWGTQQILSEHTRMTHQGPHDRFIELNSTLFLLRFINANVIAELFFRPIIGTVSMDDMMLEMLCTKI
hcDAF12 agonist: activates DAF-12 receptor from parasite H. contortus; AID 652067; HEK293 hcDAF-12 lit1-tk-luc reporter, luminescence; 0% DMSO, 100% Δ7-dafachronic acid; activation, % at 6.8 µM; 370,000 tested, 1.4% active;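 active = activation above the mean of all tested compounds plus 3 SD, cut at about 5.5% in these data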;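 also: 100% = response to 3 µM Δ7-dafachronic acid high control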
ssDAF-12 act: activators of S. stercoralis DAF-12 nuclear receptor. HEK293 ssDAF-12/GRIP1 lit1-tk-luc reporter, luminescence; % of 3 µM dafachronic acid response. activation, % at 6.8 µM. 370,000 tested, 1% active. AID 652126;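 active = activation above the mean over all tested compounds plus 3 SD, cut at about 0.9% in these data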;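 also: 0% = DMSO-only wells and 100% = 3 µM delta7-dafachronic acid wells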
SMARCA2 activ: SMARCA2 function activation, primary screen; activation, % at 9.1 µM; 370,000 tested, 1% active; MG213 cells, MMTV-luciferase reporter, dexamethasone, overnight; AID 652017; in the data active = activation above about 7.8%;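 also: 0% = vehicle wells and 100% = reference activator wells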
DAX1 inh-2: DAX1 (NR0B1) inhibition, primary screen | AID 652010 | inhibition, % at 6.8 µM | 370,000 tested, 1.1% active | HEK293T StAR-luciferase reporter, SF-1/DAX-1 repression relief;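 active = inhibition above the mean over all tested compounds plus 3 SD, cut at about 3.6% in these data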;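 also: 0% = DAX-1 cells with DMSO and 100% = cells lacking DAX-1 with DMSO; higher inhibition means more luminescence from relief of DAX-1 repression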
KLK7 zymogen act: proKLK7 (human) activation, primary screen | P49862 | purified proKLK7, EDANS-DABCYL substrate fluorescence; 100% is mature enzyme control, 0% vehicle | activation, % at 7 µM | 370,000 tested, 0.9% active;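 active = activation above the mean of all tested compounds plus 3 SD, computed per campaign excluding outliers beyond control limits, cut at about 13% in these data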
Target sequence (P49862 whole entry, looked up): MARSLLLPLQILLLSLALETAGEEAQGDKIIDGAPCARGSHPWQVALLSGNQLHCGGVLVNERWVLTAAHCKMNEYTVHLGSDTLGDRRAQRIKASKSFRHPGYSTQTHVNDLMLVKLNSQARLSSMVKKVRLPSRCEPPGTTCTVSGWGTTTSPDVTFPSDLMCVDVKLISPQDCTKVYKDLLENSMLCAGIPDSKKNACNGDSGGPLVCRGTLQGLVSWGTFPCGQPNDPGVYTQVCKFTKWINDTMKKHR
An asterisk follows results filed as active; / = no result given.

SMILES	hgDAF12 agonist	sPLA2-III inh	GC-A act	GAA850 FXN act	GC-B act	DAX1 inh-1	hcDAF12 agonist	ssDAF-12 act	SMARCA2 activ	DAX1 inh-2	KLK7 zymogen act
CCC1Nc2ncnc(N3CCN(c4ccccc4)CC3)c2N(Cc2ccc(Cl)cc2)C1=O (stereo not given)	-2.1	-3.7	-0.6	-0.7	-2.6	-0.6	-1.0	-1.4	-0.3	-0.5	0.0
O=C(CSc1nc2ccccc2c(=O)n1-c1ccccc1)N1CCC1	-0.6	7.7	-6.5	0.2	2.7	1.4	0.2	-0.9	0.1	-1.1	0.0
CCOc1ccccc1N1CCN(C(=O)NCc2ccc(C)cc2)CC1	-1.2	-4.4	-1.1	-0.8	-3.9	-1.4	-2.2	-1.0	1.9	0.0	0.4
COC(=O)[C@]12C[C@H](CC(=O)NCCCCc3ccccc3)C(=O)N(Cc3ccccc3)C1=C[C@H](C(C)C)O[C@@H]2C1CC1	-1.9	-2.2	-7.9	/	-5.5	/	-1.3	-1.5	-8.4	0.5	1.1
COc1cc(C(O)c2nc(-c3cc4ccccc4o3)cs2)ccc1F (stereo not given)	0.5	-10.0	3.6	0.1	2.0	/	-0.3	-1.3	-6.3	-0.9	1.1
CN(C(=O)COC(=O)C1CCN(S(=O)(=O)c2ccc3c(c2)OCCO3)CC1)C1CCCCC1	4.0	-0.2	4.0	-0.9	3.1	0.6	-2.4	-1.0	-1.7	-0.7	0.3
Cn1c(=O)[nH]c(=O)c2c1nc(SCCN1CCOCC1)n2CCCc1ccccc1	-2.8	5.4	-0.8	0.8	-3.3	-0.2	0.6	-0.7	-1.5	1.5	0.7
COc1ccc(C(=O)NNC(=O)CCc2nc3ccccc3c(=O)[nH]2)cc1	2.8	6.0	2.7	-1.1	1.6	2.0	0.2	-0.9	-0.3	0.7	-0.2
COc1ccc(C2CC(c3ccccc3)=NN2C(=O)CSc2nccc(=O)[nH]2)cc1 (stereo not given)	1.0	-4.0	3.7	-1.4	2.0	1.3	1.4	-0.4	1.2	0.3	-0.1
CCc1ccc(C(=O)NC(C(=O)O)C(C)C)cc1 (stereo not given)	2.0	-1.9	3.9	-0.3	3.0	0.2	0.4	-2.0	-2.1	-0.1	0.4
COc1cc(NC(=O)CNc2cccc(S(=O)(=O)N3CCOCC3)c2)cc(OC)c1	-2.2	-8.7	-0.8	1.8	4.7	-0.5	-1.0	-1.0	-1.9	-1.1	0.1
CCOC(=O)CSc1nc2ccccc2c(=O)n1C	-0.7	-2.1	-0.7	1.1	-0.4	-0.8	-1.9	-1.3	-2.9	-0.3	0.1
CCc1ccc(NC(=O)CSCCO)cc1	-0.1	-9.0	-2.9	2.3	1.2	-0.6	3.2	0.5	1.4	0.3	-0.4
CCc1nnc(NC(=O)CN2C(=O)/C(=C/c3cc(OC)c(OC)c(OC)c3)SC2=S)s1	1.5	-10.6	-3.0	-1.1	0.4	0.8	3.6	-0.7	-2.8	0.1	-0.7
O=C(CN1CCN(C(=O)c2ccccc2)CC1)Nc1ncc(Br)cc1Br	0.0	-11.1	-0.4	0.4	2.1	0.3	1.6	-0.8	1.7	-0.3	-0.2
Cc1ccc(/C=N/NS(=O)(=O)c2ccc([N+](=O)[O-])cc2)o1	-2.5	11.2	-0.4	2.8	-0.9	0.1	-1.1	-1.5	-1.3	-0.2	-0.5
CCOc1cc(N2CCOCC2)c(OCC)cc1NC(=O)c1ccc(S(C)(=O)=O)cc1	1.3	0.8	-3.2	-1.5	-1.1	-0.8	-1.2	-2.1	0.7	-1.2	0.1
COc1ccc(NC(=O)CSCC(=O)Nc2cccc3ncccc23)cc1	0.3	-0.9	0.8	-2.2	-1.3	2.1	-1.4	-1.4	-0.6	-0.1	-0.3
CN(C)c1ccc(C(C(=O)NC(C)(C)C)N(C(=O)c2csnn2)C2CC2)cc1 (stereo not given)	-0.2	2.9	-0.9	-1.2	10.6	-0.6	1.6	-1.1	4.0	0.0	-0.2
COC(=O)[C@]12C[C@H](CC(=O)N3CCCC3)C(=O)N(Cc3ccc(Cl)cc3Cl)C1=C[C@H](C1CCCC1)O[C@@H]2C	4.8	-0.4	-17.1	/	-8.4	/	-0.7	-1.2	-2.0	-0.3	0.3
O=C(NCCc1ccccc1)C(=O)NN=C1CCCC1	-3.0	10.0	-2.8	1.1	6.9	-0.6	-1.3	-1.6	-3.3	-0.1	0.1
COC(=O)[C@]12CCCCC=C1N(CCC1=CCCCC1)C(=O)[C@H](CC(=O)NCc1cccs1)C2	-1.8	-4.2	-0.9	/	-1.4	/	-1.3	-1.8	-3.3	-1.1	0.6
O=C(NCCO)c1cc2ccccc2c(=O)s1	0.8	2.3	2.9	-0.5	-1.6	0.2	0.5	-1.1	0.8	0.1	0.6
CN1C(=O)CSC1=Nc1ccc(Br)cc1	-0.3	-5.9	6.5	2.7	1.9	1.5	-0.3	-0.6	0.8	-0.3	0.4
N#Cc1ccccc1COC(=O)c1ccc2c(c1)OCO2	4.0	4.7	-7.8	3.3	-2.8	0.3	0.2	-0.4	7.5	1.3	0.0
O=C(Nc1ccccc1)Nc1n[nH]c2nnc(-c3ccccc3)c(-c3ccccc3)c12	3.4	-12.2	-4.9	-9.2	7.9	-0.3	-2.2	-1.1	-4.6	-0.6	0.0
O=C1/C(=C\c2ccc(Cl)cc2)CCC1CNc1ccc(Cl)cc1 (stereo not given)	0.6	11.2	-5.4	7.3	-8.2	1.0	2.0	-1.3	-3.3	0.7	-0.7
CCOc1ccc(C(=O)NCCN(C)C)cc1	0.7	-1.9	-0.2	-0.6	2.0	0.0	0.0	-1.6	-2.9	1.5	-0.7
C[C@@H]1CNC(=O)c2c(C(=O)N(C)Cc3ccccc3)ncn21	3.0	15.1	-4.5	/	-5.1	/	0.7	0.0	-4.5	0.3	0.1
CN1CCCC(OC(=O)c2ccc(C#N)cc2)C1 (stereo not given)	3.1	0.3	-1.3	2.7	-5.0	-0.1	-0.4	-1.4	3.9	0.0	-0.2
O=C(CN1C(=O)NC2(CCCC2)C1=O)N1CCN(S(=O)(=O)c2cccc(C(F)(F)F)c2)CC1	0.1	2.1	0.8	0.9	2.9	-0.7	-0.8	-1.0	-2.5	-0.8	0.8
C#CCOCCOCCOCCNc1nc(N2CCN(C(=O)[C@H](CCCCN)n3cc(CN)nn3)CC2)nc(N2CCN(C(=O)[C@H](CCCCN)n3cc(CN)nn3)CC2)n1	0.0	10.2	1.6	-0.7	5.0	1.8	-0.5	-1.2	-1.4	0.6	0.3
CC(C)c1[nH]nc2c1C(c1ccc3c(c1)OCO3)NC2=O (stereo not given)	-2.9	4.6	9.4	/	10.9	/	-1.6	-0.6	0.0	-0.6	0.4
CCOC(=O)N1CCC(N(CCOC)C(=O)Nc2ccc(Cl)cc2)CC1	2.0	0.4	3.7	1.6	-0.3	-1.1	0.4	-1.1	3.8	0.2	0.2
COc1ccc(C2C(C#N)=C(N)N(c3ccccc3C#N)C3=C2C(=O)CCC3)cc1CN1CCCC1 (stereo not given)	-0.7	16.1	2.9	2.0	3.6	0.6	1.6	-1.4	-0.9	0.0	-0.4
O=C(NC(c1ccccc1)c1ccccc1)c1ccc(S(=O)(=O)C(F)F)cc1	0.8	-5.5	0.9	1.2	2.9	2.0	-0.4	-0.6	2.5	0.5	0.2

Entries listed so far that have bromine, in the order listed:
SMILES	hgDAF12 agonist	sPLA2-III inh	GC-A act	GAA850 FXN act	GC-B act	DAX1 inh-1	hcDAF12 agonist	ssDAF-12 act	SMARCA2 activ	DAX1 inh-2	KLK7 zymogen act
O=C(CN1CCN(C(=O)c2ccccc2)CC1)Nc1ncc(Br)cc1Br	0.0	-11.1	-0.4	0.4	2.1	0.3	1.6	-0.8	1.7	-0.3	-0.2
CN1C(=O)CSC1=Nc1ccc(Br)cc1	-0.3	-5.9	6.5	2.7	1.9	1.5	-0.3	-0.6	0.8	-0.3	0.4

(continued)
SMILES	hgDAF12 agonist	sPLA2-III inh	GC-A act	GAA850 FXN act	GC-B act	DAX1 inh-1	hcDAF12 agonist	ssDAF-12 act	SMARCA2 activ	DAX1 inh-2	KLK7 zymogen act
Cc1cc2c(cc1C)C(c1cc(Br)ccc1F)CC(=O)N2 (stereo not given)	-1.6	0.0	-12.4	-3.8	-9.1	0.4	-0.4	-1.4	-3.7	-0.2	0.1
CSCCNC(=O)c1ccc(OC2CCN(CCc3ccccc3)CC2)cc1	-0.7	-1.1	0.1	1.9	2.8	2.8	-0.7	-0.8	8.0*	0.2	-1.1
Cc1ccc(S(=O)(=O)NC2CC(C)(C)NC(C)(C)C2)c(C)c1C	0.0	1.1	3.4	1.9	-2.3	1.7	-0.7	-1.7	1.1	0.0	0.4
FC(F)(F)c1cnc(Sc2nc3nccc(-c4ccc(Cl)cc4)n3n2)c(Cl)c1	2.2	-1.2	-2.1	2.5	-2.5	0.4	-1.7	-1.3	-1.2	-0.6	0.2
COc1ccc(C(=O)CCC(=O)N2CCN(c3cc(C)ccc3C)CC2)cc1	-4.9	-1.2	2.0	-0.2	4.6	-0.3	-3.1	-1.7	-2.4	-1.9	0.8
O=C(CCn1cnc2ccccc2c1=O)Nc1nc2c(s1)CCCC2	-0.9	-0.8	-1.5	-1.2	-7.9	-0.3	0.4	-0.9	1.4	1.1	-0.1
CN1CCN(C(=O)CC2(CC(=O)O)CCCC2)CC1	-0.8	0.0	1.5	-0.4	0.6	-0.3	-2.3	-1.3	0.5	0.1	0.6
CCOC(=O)c1cc(NC(=O)Nc2ccccc2OC)c(C)nc1C	-0.9	-0.9	-6.2	0.2	0.9	-1.4	0.7	-1.2	0.2	-1.6	0.4
CC1=CN2C(=N)/C(=C/c3ccc([N+](=O)[O-])o3)C(=O)N=C2S1	1.3	-6.4	37.4	12.4*	21.9	-0.1	1.2	-0.7	5.1	0.2	-0.2
CN(Cc1cn(C)nc1-c1ccccc1F)CC1CCCCO1 (stereo not given)	-4.3	4.5	-1.9	-2.5	-3.1	0.0	-0.3	-1.1	-1.9	0.5	-0.2
COc1ccc(CNC(=O)CN(c2ccc(OC)cc2)S(=O)(=O)c2c(C)[nH]c(=O)[nH]c2=O)cc1	0.3	-7.7	2.8	-0.1	-1.5	0.4	0.7	-0.3	4.0	0.9	-0.1
COc1ccc(CC(=O)Nc2ccc(S(=O)(=O)N3CCN(C)CC3)cc2)cc1	-1.5	-3.4	2.2	0.3	2.0	-1.0	0.2	-1.2	0.2	-1.1	0.5
COc1ccc(OC)c(NC(=O)C2CC(=O)n3ncnc3N2)c1 (stereo not given)	-1.6	2.6	-3.8	2.5	4.8	0.3	-1.4	-0.7	6.2	-0.3	-0.1
CCSc1nc(C)cc(C)c1S(=O)(=O)c1ccccc1C	-3.1	-9.4	-3.9	-0.7	-5.8	0.4	-2.0	-1.8	3.7	-0.5	-0.4
CCc1ccccc1S(=O)(=O)c1c(C)cc(C)nc1Cl	-0.9	7.4	-0.6	-0.1	-1.0	-0.2	-1.5	-0.6	-2.1	0.0	-0.2
O=C(O)c1ccc(COc2cccc(CO)c2)cc1	6.3	-0.6	-0.1	1.3	-2.0	0.9	3.7	-1.9	1.3	1.3	0.2
CN(C)S(=O)(=O)c1ccc2oc(SCC(=O)Nc3ccccc3F)nc2c1	15.5*	-9.6	4.1	7.7*	-2.2	2.8	3.8	0.5	12.0*	3.0	-0.2
CSc1ccc(Cn2nnc(C(=O)Nc3ccc(C)c(C)c3)c2N)cc1	3.6	-3.6	-3.6	2.1	0.0	2.4	1.1	0.4	2.2	1.0	-0.2

Screening results from PubChem.
